# Screens (PubChem BioAssay)
# AmpC inh detg – inhibitors of E. coli AmpC beta-lactamase with detergent. AmpC hydrolysis of nitrocefin, absorbance 480 nm, 0.01% Triton. Potency, µM (titrated, usually from 114 µM), inactives show at the top dose activity change, negative = inhibition, actives largely listed as inhibitors. 0.041% of 370,000 active;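 further: potency means the concentration at half of the fitted maximal effect; 0% = no-compound wells and -100% = no-enzyme wells; nearly all actives have a fitted effect of over 25% in size; some results filed as inactive show a strong effect at the top dose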
# Target sequence (P00811 whole entry, looked up): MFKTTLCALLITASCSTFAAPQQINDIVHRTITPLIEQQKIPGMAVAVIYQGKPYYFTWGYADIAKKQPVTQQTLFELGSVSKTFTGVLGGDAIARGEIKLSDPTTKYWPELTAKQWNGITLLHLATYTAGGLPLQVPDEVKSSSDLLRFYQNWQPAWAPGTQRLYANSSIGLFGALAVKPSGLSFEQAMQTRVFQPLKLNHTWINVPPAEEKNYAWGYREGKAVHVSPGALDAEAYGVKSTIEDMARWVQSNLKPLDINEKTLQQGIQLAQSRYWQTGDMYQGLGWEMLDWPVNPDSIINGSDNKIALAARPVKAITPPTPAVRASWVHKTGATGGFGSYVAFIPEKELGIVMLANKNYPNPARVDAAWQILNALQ
#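 AmpC (5.3 nM in the dispensed reagent) in 20 mM phosphate pH 7.0 with 0.01% (detergent screen) or 0.0001% Triton X-100 was preincubated with compounds for 15 min at room temperature. Nitrocefin was then added from an 800 uM solution, and hydrolysis was followed at 480 nm.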
# Shiga toxin inh – Shiga toxin inhibition. Vero cells, Shiga toxin protein synthesis inhibition reporter. inhibition, % at 38.7 µM. 9.2% of 290,000 active; in the data active means inhibition mostly above about 28%, no sharp cut-off; inactive means mostly below about 43%; further: 0% is about no effect
# CHX counter – counter-screen for Shiga toxin inhibitors: cycloheximide protein synthesis inhibition | cell reporter, cycloheximide protein synthesis inhibition counterscreen | max response, % | 12% of 300,000 active | AID 2314; in the data active means max response mostly above about 13%, no sharp cut-off; inactive means mostly below about 14%; further: read at 38.3 µM for the half of the compounds with a filed dose; 0% is about no effect
# HCMV inh – blocks human cytomegalovirus replication; HFF cells, HCMV-luciferase reporter, 72 h; active compounds read low; activity change, negative = inhibition, % at 57.5 µM; 4.5% of 410,000 active; AID 1259415; in the data active means activity change below about -60%; inconclusive means no clear call, values can overlap the other calls; inactive means above about -39%; further: on the % scale 0 is the no-effect control and ±100 the full control effect
#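 Human foreskin fibroblasts infected with luciferase-reporter HCMV at MOI 1 PFU/cell, compounds at two doses. Luciferase measured 72 h post infection; normalized to buffer-only basal and Salinomycin (10uM) controls.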
# AmpC inh no detg – AmpC beta-lactamase inhibition without detergent | P00811 | AmpC nitrocefin hydrolysis, absorbance 480 nm, 0.0001% Triton | Potency, µM (titrated, usually from 57.1 µM), for the others: at the top dose activity change, negative = inhibition, usual class: inhibitors | 0.52% of 330,000 active;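 further: potency means the concentration at half of the fitted maximal effect; plate controls were no compound for no effect and no enzyme for full effect; nearly all actives have a fitted effect of over 20% in size; some results filed as inactive show a strong effect at the top dose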
#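 20 mM phosphate pH 7.0 + 0.01% (detergent screen) or 0.0001% Triton X-100; 5.3 nM AmpC reagent; cpd preinc 15 min RT; nitrocefin (800 uM stock) to start; A480 q20 s × 4 min; Activity was normalised to no-enzyme and no-compound control wells.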
# AMA1 RON2 block – AMA1-RON2 (P. falciparum) interaction inhibition; AlphaScreen AMA1-biotinylated RON2 peptide binding; Potency, µM (top dose mostly 58.2 µM), for inactives: at the highest dose activity change, negative = inhibition, usual class: inhibitors; 0.2% of 360,000 active;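 further: potency means the concentration at half of the fitted maximal effect; 0% = vehicle wells and -100% = peptide control; nearly all actives have a fitted effect of over 45% in size; some results filed as inactive show a strong effect at the top dose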
#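 AMA1 (3D7) with his tag at 25 nM final met compounds first, then biotinylated RON2 peptide at 25 nM; detection used donor plus acceptor beads, 10 µg/mL apiece, read by AlphaScreen after 30 min at room temperature.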
# FBPA Giardia inh – inhibitors of Giardia lamblia fructose-1,6-bisphosphate aldolase. A8B2U2. 0.71% of 290,000 active. purified Giardia FBPA. Potency, µM (doses to about 59.6 µM), inactives show at the highest dose activity, negative = inhibition, most hits filed as inhibitors; further: potency means the concentration at half of the fitted maximal effect; on the % scale 0 is the no-effect control and ±100 the full control effect; nearly all actives have a fitted effect of over 55% in size
# Target sequence (A8B2U2 whole entry, looked up): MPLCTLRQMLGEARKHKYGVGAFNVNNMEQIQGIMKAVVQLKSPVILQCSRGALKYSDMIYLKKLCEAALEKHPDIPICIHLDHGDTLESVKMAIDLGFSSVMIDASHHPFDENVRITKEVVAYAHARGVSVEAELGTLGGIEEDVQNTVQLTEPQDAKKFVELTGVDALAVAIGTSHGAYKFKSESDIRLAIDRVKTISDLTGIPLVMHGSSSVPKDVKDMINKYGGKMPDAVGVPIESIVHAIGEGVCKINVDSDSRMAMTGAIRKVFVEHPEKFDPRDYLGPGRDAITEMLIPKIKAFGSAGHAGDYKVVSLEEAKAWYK
#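 40 nM FBPA preincubated 10 min at RT with compound (up to 57.5 uM final), then substrate plus GAPDH/TPI/NAD/arsenate coupling and diaphorase/resazurin added. Fluorescence read after 20 min at RT, 525/598 nm.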
# Numbers without * were called inactive; ? = inconclusive; / = not tested or not shown; & = joins results of further samples; [ ] = another dose, or the depositor's remark. Unless noted, the call rests on the fitted dose curve; in most records, active means well fitted curve in the direction sought with a large enough effect; inconclusive means small, poorly fitted or top-dose-only effect, or another doubt; inactive means no such curve, though single readings can be large; an effect the other way counts as inactive or inconclusive. Outcome played no part in choosing rows (roughly 16% active in at least one column).
SMILES,AmpC inh detg,Shiga toxin inh,CHX counter,HCMV inh,AmpC inh no detg,AMA1 RON2 block,FBPA Giardia inh
CCN1C[C@]2(OC(=O)c3ccccc3NC(C)=O)CCC(OC)C34C5C[C@H]6C(OC)[C@]5(O)[C@](O)(C[C@@H]6OC)C(C[C@@H]32)[C@H]14 (stereo partly specified),-2%,-14,-2,20,-10%,0%,-5%
CCCCNC(=O)c1ccccc1NS(=O)(=O)c1ccc2c(c1)OCCO2,0%,12,-3,-4,-32%,4%,29%
O=C(Nc1cccnc1)c1cc(-c2ccc(Br)cc2)nc2ccccc12,-11%,5,-1,40,-10%,-7%,-6%
CCc1n[nH]c(=S)n1/N=C/c1ccccc1OCc1ccc(Cl)cc1,1%,26,6,-11,-19%,37%[activator],-19%
CN(C)CCCN(C(=O)c1ccc(S(=O)(=O)N2CCCC2)cc1)c1nc2c(F)cc(F)cc2s1,0%,/,/,8,18%,-2%,/
Cc1ccc(Sc2nc3ccc(C)cn3c(=O)c2/C=N/O)cc1,1%,-7,6,-19,-32%,9%,5%
CS(=O)(=O)N1CC(C(=O)NC2CC2)Oc2ccc(Cl)cc21 (stereo unspecified),3%,-19,-1,34,-9%,-4%,2%
COc1cc(NC(=S)N2CCN(S(=O)(=O)c3ccc(F)cc3)CC2)cc(OC)c1,-15%,15,1,-24,-22%,-11%,-14%
CCc1ccc(C2=NN(C(=O)OC)C(O)(C(F)(F)F)C2)cc1 (stereo unspecified),3%,62*,37*,30,-4%,7%,0%
Cc1cc(=O)[nH]c(SCc2cn3ccccc3n2)n1,-2%,10,6,0,-17%,9%,?
O=C(COC(=O)Cn1cnc2ccccc2c1=O)Nc1ccccc1Sc1ccc(Cl)cc1,-8%,-8,0,?,5%,-14%,-15%
CCSc1nsc(NC(=O)Nc2cccc(F)c2)n1,?,/,39*,-98*,-37%,5%,2%
CS(=O)(=O)N1CCN(C(=O)c2ccc(Cl)s2)CC1,?,-12,-3,8,5%[2.29 µM],16%,2%
Cc1ccc2c(c1)n([O-])c1c([n+]2=O)CCCC1,-6%,-8,3,3,-4%,1%,-5%
COc1cc2c(C(=O)Nc3ccccc3F)cn(C)c(=O)c2cc1OC,6%,14,-4,-29,53%,1%,4%
Cc1ccc(CN2CC(C(=O)Nc3ccc(S(=O)(=O)Nc4cc(C)nc(C)n4)cc3)CC2=O)cc1 (stereo unspecified),?,-15,-5,48,2%,8%,4%
CCNCC(=O)Nc1c(C)cccc1C,?,/,/,-4,-3%,16%,/
Cc1cc(Cl)c(S(=O)(=O)NCCC(=O)O)cc1OCC(N)=O,2%,-8,-1,9,-21%,?,4%
COCCN(C(=O)CSc1nnc(-c2ccccc2F)n1C)c1c(N)n(Cc2ccccc2)c(=O)[nH]c1=O,-7%,15,13,24,21%,-6%,4%
CNC(=S)/N=C(\Nc1ccc(C)cc1)c1ccccc1,1%,17,9,3,-20%,-20%,-10%
Cc1ccc(NC(=O)c2ccccc2Cl)cc1-n1cnnn1,4%,11,6,-28,-24%,-15%,-5%
O=C(Nc1ccc(F)cc1)Nc1ccc(N2CCOCC2)c2nonc12,-8%,38,18*,21,-8%,-2%,-27%
COc1cc(CCCN2C(=O)C(=O)NC[C@@H]2CC2CCCCC2)cc(OC)c1OC,-6%,/,/,12,40%,1%,/
CCOC(=O)c1c(C)[nH]c(C(=O)COC(=O)c2ccc(O)cc2O)c1C,4%,18,19*,-15,-18%,6%,-1%
CC(C)C(NC(=O)c1ccc(F)cc1)C(=O)N1CCC1 (stereo unspecified),?,/,/,-7,-2%,16%,/
O=C(CNS(=O)(=O)c1ccccc1)NCC(=O)OCc1ccc(C(=O)c2ccccc2)cc1,-9%,17,-2,2,-11%,-9%,2%
CCn1ncc([N+](=O)[O-])c1C(=O)Nc1c(C)cccc1C,-3%,-16,-2,-7,-8%,7%,4%
Cc1ccc(-c2nnc(NC3CCCCC3)c3ccccc23)cc1S(=O)(=O)N1CCN(C)CC1,-10%,-17,1,-74*,87%[activator],0%,1%
COc1ccc(C(=S)N2CCOCC2)cc1OS(=O)(=O)c1ccccc1[N+](=O)[O-],?,46,28*,8,-12%,-28%,-1%
Cc1cc(C)nc(NC2=NCC(=O)N2CCc2c[nH]c3ccccc23)n1,-6%,12,-1,-19,-5%,-8%,8%
Cn1ncc2c(NNC(=O)c3ccccc3Cl)ncnc21,-3%,-7,-3,-27,-9%,94%[activator],-14%
Cc1cc(/C(O)=C2\C(=O)C(=O)N(CCN(C)C)C2c2ccncc2)ccc1OCc1ccccc1 (stereo unspecified),10%,-8,-7,-13,-13%,-6%,11%
Cc1cc(NC(=O)CCC(=O)N(Cc2cccs2)C(C)(C)C(=O)NC2CCCCC2)no1,?,-12,-4,-16,71%[activator],-1%,-5%
COc1cc(C(=O)NCC(c2cccnc2)N2CCN(c3ccc(F)cc3)CC2)cc(OC)c1OC (stereo unspecified),-1%&-2%,6,-1,21&-28,113%[activator],-4%,3%
Cc1cc([N+](=O)[O-])c(-c2ccc(/C=N/n3cnnc3)o2)cc1Cl,-7%,7,16,-25,-16%,-33%,-11%
Cc1ccc(-c2cc(C(=O)Nc3ccc(S(=O)(=O)Nc4nc(C)cc(C)n4)cc3)c3ccccc3n2)cc1,-8%,31,1,-11,71%[activator],3%,3%
COCCn1c(N)c(N(Cc2ccccc2)C(=O)Cc2c(Cl)cccc2Cl)c(=O)[nH]c1=O,-6%,13,-3,-19,-22%,-6%,-1%
C[C@H]1CCC[C@]2(O[C@@H](CCO)C[C@H](O)[C@H]2O)O1,?,-12,-2,13,-11%,-8%,2%
Cc1ccc(NC(=O)c2cc(=O)c3ccccc3o2)cc1,-1%,125,29*,14,-25%,7%,-1%
COc1ccc(N2CCN(C(=O)c3cc([N+](=O)[O-])ccc3N3CCN(CCO)CC3)CC2)cc1,-6%,-34,3,4,146%[activator],-25%,/
NC1=NCC(O)=C1c1nc2ccccc2[nH]1,3%,14,1,-18,-15%,82%[activator],-15%
CCc1cccc(CC)c1NC(=O)CNCc1cccs1,-9%,-6,-6,3,-11%,-28%,-21%
O=C(CN(c1ccccn1)S(=O)(=O)c1ccccc1)N/N=C/c1cccc([N+](=O)[O-])c1,?,-9,-2,-26,-23%,4%,-28%
O=C(NCCN1CCN(c2ccccc2)CC1)Nc1cccc(Cl)c1,-15%,/,1,-1,12%,-25%,0%
CCOc1ccc(NC(C)C(=O)N/N=C/c2ccc([N+](=O)[O-])cc2)cc1 (stereo unspecified),-5%,-18,1,/,-22%,/,1%
Cc1ccc(C(=O)NCc2ccc3c(c2)OCO3)cc1N1CCCC1=O,-3%,19,-2,10,-15%,3%,-2%
CC(=O)Nc1ccc(S(=O)(=O)NCCSCc2cccc(Cl)c2)cc1,-14%,-19,-2,-12,-13%,8%,0%
COc1cccc(-c2nc3ccc(O)cc3c(=O)o2)c1,-10%,19,13,40,-31%,5%,-4%
O=C(Nc1ccc(-c2cn3ccccc3n2)cc1)c1cccs1,-7%,54*,33*,-8,28µM*,-21%,-6%
CC1=NN(Cc2cc(C(C)(C)C)c(O)c(C(C)(C)C)c2)C(=O)C1,-10%,-5,-3,?,3%,51%[activator],?
CC(C(=O)Nc1ccccc1)N(C)CCOc1ccccc1 (stereo unspecified),-12%,-4,0,-1,10%,-3%,14%
Cc1cccc(OCC(=O)Nc2nc3ccc([N+](=O)[O-])cc3s2)c1C,-11%,5,-1,2,-53%,-11%,1%
O=C(N/N=C/c1ccc2cccnc2c1)c1ccco1,?,72*,25,-2,-19%,1%,-14%
Cc1nc2nc(CSc3ccc(Cl)cc3)cc(=O)n2[nH]1,2%,-8,1,-15,-21%,6%,-1%
O=C(Nc1cccnc1)c1cc(-c2ccco2)on1,1%,22,18,-34,-6%,17%,0%
C=CCN(C(=O)Nc1ccccc1)C1CC(=O)N(c2ccc(OC)cc2)C1=O (stereo unspecified),-13%,-4,4,17,-17%,-7%,7%
O=C(NCCCN1CCCC1=O)NC1CCCCC1,-6%,-9,12,31,-1%,-11%,6%
O=C(NC1CCN(C(=S)NCc2ccco2)CC1)C12CC3CC(CC(C3)C1)C2,0%,-11,-1,-5,2%,-5%,-1%
NC(=O)C1CCN(S(=O)(=O)c2cccc(S(=O)(=O)N3CCCCC3)c2)CC1,-6%,-16,4,5,-18%,8%,-3%
CCOC(=O)c1ccc2[nH]c3ccccc3c2c1,?,63*,37*,-37,-52%,16%,-6%
# Next section:
SMILES,AmpC inh detg,Shiga toxin inh,CHX counter,HCMV inh,AmpC inh no detg,AMA1 RON2 block,FBPA Giardia inh
COc1ccc(NC(=O)c2cc(CN3C(=O)c4ccccc4C3=O)ccc2OC)cn1,-13%,-10,2,-38,0%,-3%,?
CCCc1nc(SCC(=O)Nc2cc(C)on2)c2c(=O)n(C)c(=O)n(C)c2n1,-15%,-14,-3,-30,-24%,14%,4%
O=C(O)Cn1cc(/C=C/[N+](=O)[O-])c2ccccc21,-9%,-3,-1,83,-15%,4%,-6%
CNC(=S)N(Cc1ccccc1)Cc1cccnc1,3%,-2,-3,13,2%,-24%,8%
CCCn1nnnc1NC(=O)COc1ccc(Cl)cc1C,-3%,-18,15,-7,-24%,29%,/
CC(C)=CC(=O)Nc1nc2ccc([N+](=O)[O-])cc2s1,-8%,55*,44*,?,-5%,18%,-14%
Fc1ccccc1Cn1nnc2c(NCCc3ccccn3)ncnc21,-14%,9,-2,44,2%,4%,-2%
CC(=O)c1ccc2c3c(cccc13)C(=O)N(c1c(C)nn(C)c1C)C2=O,-1%,-6,-1,-30,3%,-7%,-18%
COC(=O)c1ccc(S(=O)(=O)NCc2ccccn2)n1C,2%,-4,-1,-9,2%,13%,-12%
COc1ccc(NC(=O)CSc2ncc(-c3ccc(F)cc3)n2Cc2ccco2)cc1,?,11,-3,3,-15%,?,0%
